Screens: PubChem BioAssay, several laboratories
ABCB6 inh 2 = ABCB6 transporter inhibitors, primary screen, K562-ABCB6 cells, flow cytometry, MLPCN library. K562-ABCB6 porphyrin accumulation, 1 h; active compounds read low. actives 0.19% (n = 360,000). fluorescence ratio to DMSO, % at 10 µM. ATP-binding cassette sub-family B member 6 (Homo sapiens), Q9NP58;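 active = fluorescence ratio to DMSO below 75%, the collection mean minus 3 SD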;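 note: signal is porphyrin accumulated inside mitochondria; 100% equals median channel fluorescence of DMSO control wells; lower ratio means ABCB6 inhibition with less porphyrin fluorescence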
ABHD5 PLIN5 PPI = ABHD5-PLIN5 interaction inhibitors, primary screen, cell lysate, split luciferase complementation, luminescence | Perilipin-5 (Homo sapiens) + 1-acylglycerol-3-phosphate O-acyltransferase ABHD5 (Homo … | Split G. princeps luciferase complementation, 4 h | inhibition, % at 4 µM | actives 0.78% (n = 360,000) | AID 602281, 2012;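 active = inhibition above the mean inhibition across every tested compound plus 3 SD, cut at about 22% in these data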;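 note: 0% = DMSO only wells and the 100% control is not disclosed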
Vif imaging = HIV Vif self-association inhibitors, primary screen, imaging, HEK293T, single point. HEK293T cells, Vif self-association by quenched fluorescence, 24 h. inhibition, % at 7.49 µM. actives 0.35% (n = 340,000); in the data active = inhibition above about 50%, passing the limit was not always enough; note: some results filed as inactive read as strong as hits
MC4R ag barr = MC4R agonists recruiting beta-arrestin, primary screen, cell-based, luminescence, agonist arm of biased-ligand search; actives 0.98% (n = 360,000); activation, % at 8.9 µM; Melanocortin receptor 4 (Homo sapiens), P32245; U2OS MC4R beta-arrestin complementation; percent of melanotan II response, DMSO zero;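 active = activation above a per-plate cutoff, the mean activation of sample wells on that plate plus 3 SD, cut at about 8% in these data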
TLR9-MyD88 block = inhibitors of TLR9-MyD88 association in cells, primary screen, cell-based, CHO, BLA complementation, fluorescence | CCF4 FRET ratio | actives 0.21% (n = 340,000) | inhibition, % at 4.98 µM | Toll-like receptor 9 (Homo sapiens) + Myeloid differentiation primary response protein …;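 active = inhibition above the mean over all tested compounds plus 3 SD, cut at about 21% in these data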;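 note: 0% = DMSO only wells and 100% = clavulanate BLA inhibitor control wells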
Target sequence (Q99836 whole entry, looked up): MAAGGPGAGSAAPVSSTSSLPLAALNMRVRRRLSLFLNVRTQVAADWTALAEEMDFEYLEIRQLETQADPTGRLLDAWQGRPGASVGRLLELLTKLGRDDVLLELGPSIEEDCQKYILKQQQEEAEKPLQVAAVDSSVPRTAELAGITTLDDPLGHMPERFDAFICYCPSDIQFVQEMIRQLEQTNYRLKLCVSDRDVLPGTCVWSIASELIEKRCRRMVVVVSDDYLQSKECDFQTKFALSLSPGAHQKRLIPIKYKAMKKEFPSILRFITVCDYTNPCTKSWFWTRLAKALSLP
Target sequence (Q9NR96 whole entry, looked up): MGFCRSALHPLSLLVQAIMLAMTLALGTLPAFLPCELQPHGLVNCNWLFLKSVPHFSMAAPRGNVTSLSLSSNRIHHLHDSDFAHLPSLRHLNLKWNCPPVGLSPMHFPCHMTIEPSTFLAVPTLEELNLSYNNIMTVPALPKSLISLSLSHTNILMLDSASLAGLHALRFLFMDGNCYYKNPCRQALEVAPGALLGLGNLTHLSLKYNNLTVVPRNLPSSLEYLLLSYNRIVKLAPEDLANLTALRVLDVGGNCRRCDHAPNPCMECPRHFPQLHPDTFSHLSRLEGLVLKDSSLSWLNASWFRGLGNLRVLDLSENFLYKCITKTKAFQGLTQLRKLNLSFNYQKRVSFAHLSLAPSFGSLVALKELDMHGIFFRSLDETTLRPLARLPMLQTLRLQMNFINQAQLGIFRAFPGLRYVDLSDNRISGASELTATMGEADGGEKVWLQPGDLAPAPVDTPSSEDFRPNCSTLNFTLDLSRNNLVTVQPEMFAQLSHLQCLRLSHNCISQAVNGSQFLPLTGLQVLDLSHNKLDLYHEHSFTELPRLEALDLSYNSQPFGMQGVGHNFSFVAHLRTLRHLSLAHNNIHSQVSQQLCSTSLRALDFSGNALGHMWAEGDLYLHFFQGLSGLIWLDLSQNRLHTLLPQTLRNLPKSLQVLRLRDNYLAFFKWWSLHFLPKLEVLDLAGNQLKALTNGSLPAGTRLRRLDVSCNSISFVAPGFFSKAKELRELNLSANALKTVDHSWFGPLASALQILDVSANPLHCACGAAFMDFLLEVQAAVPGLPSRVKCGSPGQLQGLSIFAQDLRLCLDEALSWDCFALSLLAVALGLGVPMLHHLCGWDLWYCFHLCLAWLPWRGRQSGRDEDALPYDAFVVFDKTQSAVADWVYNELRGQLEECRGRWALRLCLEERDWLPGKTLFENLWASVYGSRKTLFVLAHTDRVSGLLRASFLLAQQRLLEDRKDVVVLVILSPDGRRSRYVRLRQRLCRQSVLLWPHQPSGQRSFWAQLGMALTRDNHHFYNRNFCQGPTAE
aDG glyco act = activators of alpha-DG glycosylation, primary screen, uHTS, Pro5-aDG cells, AlphaScreen | activation, % at 10 µM | actives 0.22% (n = 360,000) | alpha-DG glycosylation AlphaScreen (IIH6); 0% Pro5, 100% B10-LARGE cell signal;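 active = activation of at least 8% versus controls, or a plate z-score of at least 8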;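 note: Pro5 are CHO cells carrying HIG-tagged alpha-DG that lacks glycosylation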
Glyco luc inh = increase of ERlucT glycosylation luciferase signal, primary screen, N-linked glycosylation inhibitor project, D54 ERlucT cells, luminescence, set 2; D54 ERlucT glycosylation luciferase reporter, 24 h; percent of 100 nM tunicamycin response; reporter increase, % at 12.5 µM; actives 0.23% (n = 360,000); AID 588692, 2011;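 active = mean luciferase reporter signal, scaled so untreated is 0 and the glycosylation-blocking control 100, at or above a set limit in every replicate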;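 note: luciferase carries N-glycosylation sites so blocking glycosylation raises the light; 0% = median of neutral control wells and 100% = median of 100 nM tunicamycin wells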
NOD2-RIPK2 inh = NOD2-RIPK2 binding disruptors in cells, primary screen, fluorescence, CHO cells, BLA complementation | CCF4 ratio | actives 0.38% (n = 360,000) | inhibition, % at 4.98 µM | Receptor-interacting serine/threonine-protein kinase 2 (Homo sapiens), O43353; in the data active = inhibition above about 21%;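 note: 0% = vehicle only and 100% = reference blocker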
MC4R antagonist = MC4R antagonists of cAMP signaling, primary screen, cell-based, TR-FRET, antagonist arm of biased-ligand search | AID 540295, 2011 | Melanocortin receptor 4 (Homo sapiens), P32245 | MC4R-expressing cells, MTII-stimulated cAMP, LANCE TR-FRET | inhibition, % at 6.5 µM | actives 0.48% (n = 360,000);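 active = inhibition above its plate's cutoff, the mean of tested wells on that plate plus 3 SD, cut at about 29% in these data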;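 note: 0% = Melanotan II alone and 100% = Melanotan II plus saturating MCL0020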
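material = U2OS cells stably expressing human melanocortin 4 receptor (MC4R) | also added = Melanotan II challenge | dosing = single nominal compound dose of 6.5 µM | detection = TR-FRET with Eu-cAMP and labeled anti-cAMP, 671 nm | replication = singlicate | timing = compound 30 min, challenge 1 h, detection 1 h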
Granule exo inh = LAMP-1 surface exposure blockers, TALL-104 cells – cell-based, flow cytometry, MLPCN library, primary screen. inhibition, % at 10 µM. TALL-104 LAMP-1 surface exposure; cells stimulated with thapsigargin and PMA. AID 651702, 2012. actives 0.66% (n = 360,000);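 active = inhibition above about 55%, limit read from the data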
Active calls of the source: *; . = no result given; & = joins results of further samples.

ABCB6 inh 2	ABHD5 PLIN5 PPI	mol	Vif imaging	MC4R ag barr	TLR9-MyD88 block	aDG glyco act	Glyco luc inh	NOD2-RIPK2 inh	MC4R antagonist	Granule exo inh
99.0	-0.1	COC(=O)c1ccccc1NS(=O)(=O)c1ccc(Cl)nc1	-2.3	-1.4	3.7	-0.2	-0.3	-9.0	0.0	85.9*
101.0	-3.1	COCCn1nnnc1C(c1ccc(Cl)cc1)N1CCN(C(=O)c2ccco2)CC1 (stereo not given)	-1.3	3.6	-4.8	0.1	0.1	8.9	-0.4	-7.8
96.0	-0.3	Cc1ccccc1CSc1nnc(-c2ccccn2)n1C	24.3	1.4	.	0.1	6.4	2.4	12.9	-12.4
101.0	-2.6	CCOC(=O)C1(Cc2cccc(OC)c2)CCCN(C(=O)CSC)C1 (stereo not given)	-7.0	-1.2	-2.6	-0.2	2.3	4.4	-4.7	3.6
94.0	3.9	O=C(CN(Cc1ccccc1F)C(=O)c1csnn1)NCc1ccc2c(c1)OCO2	-2.3	-0.3	7.1	0.0	0.5	-1.4	0.9	-5.2
97.0	-0.5	CCN(CC)CCNC(=O)c1ccccn1	5.8	2.0	1.7	0.2	-0.6	-1.0	14.2	2.6
97.0	1.8	O=C(OC(C(=O)NC1CCCC1)c1ccccn1)c1cccs1 (stereo not given)	3.6	-1.6	-2.1	0.0	1.8	0.3	5.1	-3.0
106.0	0.2	Cc1cc(C(=O)NCC(=O)OCC(=O)Nc2ccc(OC(F)F)cc2)ccc1[N+](=O)[O-]	3.1	-1.2	-0.4	0.1	2.1	-15.9	9.6	1.3
94.0	-3.3	CCc1ccc(N2C(=O)CC(N(CC3CCCO3)C(=O)/C=C/C(=O)O)C2=O)cc1 (stereo not given)	20.6	-0.5	-0.9	-0.1	1.4	-3.5	14.9	-4.1
86.0	-3.6	Cc1nn(C(C)c2n[nH]c(=S)n2-c2cccc(Cl)c2)c(C)c1[N+](=O)[O-] (stereo not given)	-1.8	-2.2	-6.8	0.0	0.5	-4.5	2.0	-0.1
91.0	4.1	COc1ccc(CCN(Cc2ccc(C(C)C)cc2)S(=O)(=O)c2ccc(S(=O)(=O)N(C)C)cc2)cc1OC	-32.4	-1.7	13.0	-0.4	-3.1	8.1	8.1	-13.5
98.0	-4.7	CC1(C(=O)NC2CCCCC2)CCC(=O)N1Cc1cccs1 (stereo not given)	.	-0.3	0.8	0.2	-0.2	-0.8	9.6	-2.0
98.0	-9.2	CC1CC(C)CN(C(=O)COC(=O)Cc2c[nH]c3ccccc23)C1 (stereo not given)	-2.7	-4.8	8.5	0.3	1.8	-1.9	15.6	29.2
100.0	1.9	COc1ccc(N2C(=O)C3CCCN3C2c2cccc(OC)c2OC)cc1 (stereo not given)	-1.3	-1.3	2.5	0.1	0.1	-12.8	3.1	-2.5
95.0	-5.1	CCN1C(=O)c2ccccc2S(=O)c2ccc(C(=O)NCc3ccccn3)cc21 (stereo not given)	13.6	-2.6	1.8	1.0	1.2	-10.1	6.9	-3.0
87.0	-23.4	Cc1cc(N2CCOCC2)nc2ccc(NC(=S)NCCC(C)C)cc12	-12.0	-1.5	-2.6	0.6	-2.3	-1.8	3.5	6.2
103.0	7.3	C#CCOCCOCCOCCNc1nc(N2CCOCC2)nc(N2CCN(C(=O)[C@H](CC(N)=O)n3cc([C@@H](N)C(C)C)nn3)CC2)n1	.	1.2	5.5	-0.2	1.9	0.4	12.3	-4.6
103.0	4.4	Oc1cncc(-c2cccnc2)c1	4.0	-0.3	1.5	-0.2	2.6	-6.2	2.4	39.8
99.0	3.8	CC(C)=CC(=O)OCC(=O)Nc1ncc(Cl)c(C)c1Cl	5.6	-2.7	-6.4	0.1	-2.1	-4.1	6.6	3.0
98.0	1.9	Cc1ccc2c(Cl)cc(Cl)c(OCC(=O)NC3CCS(=O)(=O)C3)c2n1 (stereo not given)	4.2	-3.0	-11.5	-0.1	-1.6	13.8	-1.1	-3.7
101.0	6.8	CCN(CC(=O)Nc1c(F)cccc1F)C(=O)c1cccnc1Sc1ccccc1	-0.5	1.8	-4.6	0.0	-1.8	-7.6	-3.6	-7.9
100.0	5.3	CC1(C)CC(NC(=O)c2cccc(S(=O)(=O)Nc3cccc(Cl)c3)c2)CC(C)(C)N1	11.5	-0.5	-2.9	0.1	2.8	5.0	5.0	-3.4
99.0	-1.9	Cc1onc(-c2ccccc2)c1C(=O)NC(=S)NNC(=O)c1cccnc1	7.9	0.4	-16.8	-0.4	1.0	-6.6	-5.2	-1.1
121.0	5.8	CN(C)/C=C(/C(=O)c1ccc(Cl)cc1)S(C)(=O)=O	-7.5	-3.3	-3.0	-0.1	-0.5	-5.5	0.4	9.7
89.0	-1.9	CC(C(=O)Nc1ccc(S(=O)(=O)N2CCCC2)cc1)N1CCN(C(=O)c2ccco2)CC1 (stereo not given)	-1.7	-2.2	11.0	0.0	0.6	1.6	-1.9	-1.0
98.0	-0.7	CCOc1ccc(CNc2ccc(CNc3ncn[nH]3)cc2)cc1	-6.5	-1.1	0.2	0.1	-3.8	4.5	-1.1	0.6
95.0	-4.9	CC(C)c1ccc(CC(=O)N2CCC2(C)C(=O)NS(=O)(=O)c2ccc(Cl)s2)cc1 (stereo not given)	-3.5	-1.4	.	-0.1	1.0	-3.9	3.1	9.2
103.0	-1.9	CCN(CC)S(=O)(=O)c1cccc(C(=O)Nc2ccccc2C(=O)N2CCOCC2)c1	7.7	-1.2	-8.1	0.0	0.0	0.3	2.9	-3.6
96.0	9.2	COc1ccc(CC(=O)Nc2ccccc2C(C)=O)cc1S(=O)(=O)N1CCOCC1	6.5	-0.1	-5.3	0.0	2.8	-8.5	6.3	4.5
99.0	-4.2	O=C(Cc1ccc(Cl)cc1)N1CCOCC1	-2.1	-1.0	-3.6	-0.2	1.2	2.6	20.9	-11.7
100.0	1.5	CCc1cccc(-n2c(SCC(=O)c3c(N)n(C4CC4)c(=O)[nH]c3=O)nnc2N2CCOCC2)c1	2.8	0.2	-3.1	-0.1	0.1	0.7	5.5	3.7
107.0	0.6	COc1cccc(C2/C(=C(/O)c3ccccc3)C(=O)C(=O)N2Cc2ccco2)c1 (stereo not given)	-6.7	0.4	.	0.1	-0.6	-2.4	-2.2	-2.1
96.0	-3.5	Cc1cc(Oc2ccc3ccccc3c2)nc(SCC(=O)c2ccccc2)n1	7.0	3.4	-2.4	1.1	-1.6	-8.8	22.2	6.5
98.0	-4.7	O=c1cc(N2CCCC2)[nH]c(=O)n1-c1ccc(Cl)cc1	1.0	0.8	-2.3	-0.1	-0.5	-4.1	22.5	9.1
97.0	-4.2	O=C(c1ccccc1)N1N=C(c2ccccc2O)CC1c1ccccc1 (stereo not given)	-2.6	0.8	-13.2	0.0	-6.7	-6.5	1.3	2.9
103.0	-2.4	CCOc1ccc2oc(C(=O)NCc3nc4ccccc4[nH]3)c(C)c2c1	-3.9	-4.0	2.0	0.2	-1.3	5.4	10.9	0.5
101.0	13.8	COC(=O)c1cccc(S(=O)(=O)N(Cc2ccco2)Cc2cc3cc(OC)c(OC)cc3[nH]c2=O)c1	3.3	-0.6	8.9	0.4	-0.9	-1.2	2.8	-2.4
99.0	5.2	COc1ccc(C2=CCCCCC2)c(OC)c1OC	0.6	2.7	-7.0	0.0	0.9	-7.2	3.9	3.5
92.0	2.9	COc1ccc(-n2nc3c(c2NC(=O)C2CC2)CS(=O)C3)cc1 (stereo not given)	14.8	-0.7	-9.8	-0.1	0.0	-5.3	0.6	1.9
105.0	4.0	COc1cc(C(=C(CC(=O)O)C(=O)O)c2ccc3c(c2)OCO3)cc(OC)c1OC	0.9	-1.0	-0.1	0.1	0.9	2.7	8.7	2.2
101.0	4.3	O=C(Nc1ccccc1-c1ccccc1NC(=O)c1ccco1)c1ccco1	8.0	-1.2	-4.7	0.0	1.2	-1.1	8.3	-1.6
99.0&109.0	13.8&14.8	Cc1c(CCOC(=O)C2C3CC4CC(C3)CC2C4)sc[n+]1CC(=O)c1ccc(Br)cc1 (stereo not given)	-9.7&5.8	7.1&3.5	-7.2&-0.4	-0.2&-0.1	-0.6&-4.9	5.6&-3.8	-0.2&8.7	0.3&5.0
102.0	0.7	Cc1cccc(C(=O)OC(C)CN2CCCC2)c1 (stereo not given)	-5.1	0.3	-7.0	-0.1	-1.6	-5.0	13.3	-2.5
93.0	5.3	COc1ccc(OCCn2ccnc2C)cc1	11.0	-0.9	5.3	0.2	0.8	4.0	0.1	-7.6
119.0	-0.1	CCn1ncc([C@@H]2C[C@H]3CN(Cc4ccccc4C)C(=O)[C@]34CCCN24)c1C	-3.0	-2.7	-3.6	0.5	2.9	-3.3	14.7	-5.0

Entries above with a thiophene ring, fused or not, in the order listed:
ABCB6 inh 2	ABHD5 PLIN5 PPI	mol	Vif imaging	MC4R ag barr	TLR9-MyD88 block	aDG glyco act	Glyco luc inh	NOD2-RIPK2 inh	MC4R antagonist	Granule exo inh
97.0	1.8	O=C(OC(C(=O)NC1CCCC1)c1ccccn1)c1cccs1 (stereo not given)	3.6	-1.6	-2.1	0.0	1.8	0.3	5.1	-3.0
98.0	-4.7	CC1(C(=O)NC2CCCCC2)CCC(=O)N1Cc1cccs1 (stereo not given)	.	-0.3	0.8	0.2	-0.2	-0.8	9.6	-2.0
95.0	-4.9	CC(C)c1ccc(CC(=O)N2CCC2(C)C(=O)NS(=O)(=O)c2ccc(Cl)s2)cc1 (stereo not given)	-3.5	-1.4	.	-0.1	1.0	-3.9	3.1	9.2

Continuation:
ABCB6 inh 2	ABHD5 PLIN5 PPI	mol	Vif imaging	MC4R ag barr	TLR9-MyD88 block	aDG glyco act	Glyco luc inh	NOD2-RIPK2 inh	MC4R antagonist	Granule exo inh
91.0	-4.9	CCSc1ncc(Cl)c(C(=O)Nc2ccccc2OC)n1	-1.6	0.6	8.0	-0.1	1.3	-1.5	-1.6	-3.8
97.0	1.0	CC1CCC(NC(=O)c2[nH]c(C(F)(F)F)nc2-c2ccccc2)CC1 (stereo not given)	-4.0	.	.	-0.1	-2.4	-2.2	.	-1.7
102.0	-10.9	CCOc1cc(C(=O)Nc2cc(C)ccn2)cc(OCC)c1OCC	1.5	0.6	-1.6	0.2	-2.6	-1.6	4.7	-2.8
99.0	8.6	Cc1cc(C)c(-n2c(SCCS(=O)(=O)c3ccc(F)cc3)n[nH]c2=O)c(C)c1	-5.0	-0.5	0.7	0.3	-4.2	1.4	17.1	-5.1
96.0	0.5	Cc1ccc(C)c2[nH]c(=O)c(C(c3nnnn3C(C)(C)C)N3CC=C(c4ccc(F)cc4)CC3)cc12 (stereo not given)	5.5	-1.1	-1.0	0.9	-4.7	-13.2	8.4	-4.6

Only part of the results is shown (hit frequency here may not be typical).
